Screening results from PubChem.
Tn6 DDE FP: inhibitors of Tn6 peptide binding to human fibrin DD(E) | P02675 | AID 720509 | actives 0.21% (n = 370,000) | Fibrin DD(E) TRITC-Tn6 fluorescence polarization displacement | inhibition, % at 8.3 µM;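 active = inhibition above a per-campaign cutoff: mean of compounds within control limits plus 3 SD, cut at about 15% in these data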;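 also: 0% = median of all compound wells on the plate and 100% = blocking peptide control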
UHRF1 MBD2 ctr: blocks human UHRF1 binding to methylated DNA. inhibition, % at 4.4 µM. AID 687016. Q96T88. actives 0.75% (n = 370,000). UHRF1 binding to methylated oligo, TR-FRET; in the data active = inhibition above about 21%;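 also: UHRF1 SRA domain binding a hemimethylated CpG hairpin DNA probe; 0% = median of test compound wells and 100% = reference inhibitor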
PLC-gamma1 inh: inhibitors of human phospholipase C gamma1; P19174; purified PLC-gamma1, fluorogenic substrate, fluorescence; inhibition, % at 12.2 µM; actives 0.84% (n = 370,000); AID 720700; in the data active = inhibition above about 9.5%
HGIII-sPLA2 inh: Inhibits HGIII-sPLA2 liposome hydrolysis, primary screen | Q9NZ20 | QFRET BODIPY PC-A2 liposome hydrolysis, fluorescence | inhibition, % at 12.2 µM | actives 0.56% (n = 370,000) | AID 743126;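 active = inhibition above mean plus 3 SD of compounds lying within the high and low control bounds, cut at about 19% in these data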;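 also: 0% = median of test compound wells and 100% = no enzyme DMSO wells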
Target sequence (Q9NZ20 whole entry, looked up): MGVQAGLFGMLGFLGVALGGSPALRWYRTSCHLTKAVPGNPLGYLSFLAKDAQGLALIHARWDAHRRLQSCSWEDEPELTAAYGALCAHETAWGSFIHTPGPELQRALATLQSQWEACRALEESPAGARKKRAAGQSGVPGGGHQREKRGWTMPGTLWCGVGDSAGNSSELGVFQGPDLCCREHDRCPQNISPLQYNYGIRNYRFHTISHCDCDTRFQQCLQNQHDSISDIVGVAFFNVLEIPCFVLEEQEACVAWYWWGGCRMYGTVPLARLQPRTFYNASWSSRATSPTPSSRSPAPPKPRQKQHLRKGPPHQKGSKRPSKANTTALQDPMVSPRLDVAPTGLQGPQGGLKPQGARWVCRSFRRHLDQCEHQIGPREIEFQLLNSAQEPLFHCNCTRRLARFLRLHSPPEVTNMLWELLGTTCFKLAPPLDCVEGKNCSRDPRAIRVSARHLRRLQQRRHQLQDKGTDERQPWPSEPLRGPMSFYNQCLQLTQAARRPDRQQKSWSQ
PLC-beta3 inh: blocks human PLC-beta3 enzyme activity | Purified PLC-beta3, fluorogenic substrate, fluorescence | inhibition, % at 12.2 µM | actives 0.18% (n = 370,000) | AID 720704; in the data active = inhibition above about 11%;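 also: 0% = median of compound wells on plate and 100% = full blocker control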
proKLK7 act: activates the human kallikrein-7 zymogen; P49862; purified proKLK7, EDANS-DABCYL substrate fluorescence; 100% is mature enzyme control, 0% vehicle; activation, % at 7 µM; actives 0.9% (n = 370,000);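 active = activation above the mean of all tested compounds plus 3 SD, computed per campaign excluding outliers beyond control limits, cut at about 13% in these data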
Target sequence (P49862 whole entry, looked up): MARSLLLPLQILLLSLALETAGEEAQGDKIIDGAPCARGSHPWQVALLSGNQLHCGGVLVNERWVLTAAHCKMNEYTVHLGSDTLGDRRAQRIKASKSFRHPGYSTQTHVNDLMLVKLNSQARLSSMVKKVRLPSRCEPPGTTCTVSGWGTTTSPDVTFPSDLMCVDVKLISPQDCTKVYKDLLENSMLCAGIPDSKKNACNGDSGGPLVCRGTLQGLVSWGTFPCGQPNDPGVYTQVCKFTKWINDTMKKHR
ASAP1 inh: blocks human ASAP1-stimulated Arf1 GTP hydrolysis. GDP FP detection. inhibition, % at 16.5 µM. actives 0.19% (n = 360,000). AID 624377; in the data active = inhibition above about 25%;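 also: 0% = vehicle with enzyme and substrate and 100% = no enzyme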
Rev-erbA mod: modulates human Rev-erb alpha binding to DNA; P20393; Rev-erbα–FITC-DNA binding, fluorescence polarization, 90 min; activity, % at 10 µM; actives 0.79% (n = 370,000); AID 1259318;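 active = activity above about 14%, limit read from the data; passing the limit was not always enough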;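 also: 0% = DMSO wells with 35 nM protein and 100% = DMSO wells with 750 nM protein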
Tn7 DDE FP: DD(E)-Tn7 binding inhibition, primary FP screen | actives 0.13% (n = 370,000) | FP displacement of FITC-Tn7 peptide from fibrin DD(E); 0% = median of compound wells per plate | inhibition, % at 8.3 µM | P02675;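 active = inhibition above the mean of compounds falling within the control limits plus 3 SD of them, cut at about 14% in these data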;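 also: 0% = plate median of compound wells and 100% = 10 µM Aha-Tn7 peptide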
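Assay system: Fibrin-DD(E) protein isolated from polymerized human fibrin clots; read-out basis: percent inhibition; medium: Tris/NaCl/CaCl2 buffer, pH 7.8; signal: FP measurement; incubation: 10 min plus 3 h, room temperature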
ARFGAP1 inh: inhibits rat ARF GTPase activating protein 1; Arfgap1-stimulated ARF1 GTP hydrolysis, GDP FP detection; inhibition, % at 16.5 µM; actives 0.26% (n = 360,000); AID 651572;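 active = inhibition above a per-plate limit, mean inhibition of low control wells plus 3 SD, cut at about 25% in these data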;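 also: 0% = DMSO wells with enzyme and 100% = wells lacking Arfgap1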
Target sequence (Q62848 1-136 limits assumed): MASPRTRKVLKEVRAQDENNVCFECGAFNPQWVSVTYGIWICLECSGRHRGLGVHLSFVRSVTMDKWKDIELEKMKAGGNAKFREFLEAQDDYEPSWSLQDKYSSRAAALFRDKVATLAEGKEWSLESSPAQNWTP
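system = rat Arfgap1 catalytic domain, aa 1-136 | technique = FP, GDP Alexa 633 tracer displaced from anti-GDP antibody, 620/688 nm | compound = one concentration, 16.5 µM, DMSO 1.26% | medium = HEPES-based buffer, pH 7.5 | timing = compound-enzyme preincubation 20 min, reaction 120 min, detection 60 min, 25 °C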
The depositor's hits bear a star; i = inactive; · = no result given.

Fields: proKLK7 act	UHRF1 MBD2 ctr	PLC-gamma1 inh	ASAP1 inh	ARFGAP1 inh	HGIII-sPLA2 inh	Rev-erbA mod	Tn7 DDE FP	PLC-beta3 inh	Tn6 DDE FP
> COc1cc(C(=O)Nc2sc(C(=O)N3CCOCC3)c(C)c2C#N)cc(OC)c1OC
  -0.5	1	1	-5	9	2	-3	-1	1	-1
> CCC(=O)N1CCN(c2ccc(NC(=S)NC(=O)c3cc4ccccc4o3)cc2)CC1
  -0.2	4	8	-8	-4	15	-5	-2	-6	-4
> COc1ccc(OCC(=O)NNC(=O)c2ccccc2OCc2c(C)noc2C)cc1
  0.6	0	0	1	-2	-1	4	0	-4	-4
> CC(=O)N1CCN=C1SCc1cccc(Cl)c1
  0.3	-2	-2	9	9	0	-6	7	-5	-3
> CCc1ccc(-c2nc(CS(=O)CC(=O)NC3CCCCCC3)c(C)o2)cc1 (stereo unspecified)
  0.7	-1	-2	1	1	-5	-2	1	-8	-3
> COc1ccc(N2C(=O)CC(N(Cc3ccco3)C(=O)CCC(=O)O)C2=O)cc1 (stereo unspecified)
  0.4	-2	0	1	2	2	-5	0	1	-5
> CCOC(=O)N1CCN(Cc2ccccc2Cl)CC1
  0.5	6	3	1	1	3	2	-7	4	-5
> CCOC(=O)C(=O)NNc1ccc(C)cc1
  0.1	6	-2	-6	1	21*	4	8	-1	2
> COc1ccccc1N1CCN(S(=O)(=O)CCNC(=O)c2ccco2)CC1
  0.0	1	1	0	-14	5	1	1	2	-3
> CS(=O)(=O)N1CCCC(C(=O)c2cccc(Cl)c2)C1 (stereo unspecified)
  0.7	-3	-1	-11	5	-3	-3	6	-3	9
> CC(NC(=O)c1cc(=O)[nH]c2ccccc12)c1ccc(F)cc1F (stereo unspecified)
  0.8	3	-22	0	-11	3	1	6	-41	10
> O=C(NCc1ccco1)NCC(F)(F)F
  0.0	3	-2	5	-3	8	-5	9	1	-6
> O=c1[nH]ncn1-c1ccc(Br)cc1
  0.5	2	5	-12	12	10	5	-8	2	4
> CN(C)Cc1c(C(=O)N/N=C/c2cccc(OCc3ccc(F)cc3)c2)nnn1-c1nonc1N
  0.1	1	3	-6	-1	4	5	0	-6	-6
> CCOC(=O)COc1cnc2ccccc2n1
  1.8	22*	-11	-1	-16	-1	-2	-4	-12	2
> Cc1cccc(N(C(=O)CCC(=O)Nc2nccs2)C(C(=O)NC(C)(C)C)c2ccc(O)cc2)c1 (stereo unspecified)
  -0.5	1	5	-7	-10	-18	-7	-3	1	-2
> O=c1[nH]c(=O)n2c(c1-c1ccccc1)OC(CBr)C2 (stereo unspecified)
  -0.6	1	3	6	1	9	-2	4	-8	7
> OCC1CCCCN1C(=S)Nc1ccc(Cl)cc1Cl (stereo unspecified)
  0.1	3	3	10	0	5	3	4	0	-4
> CCOC(=O)/C(C#N)=C(\N)C(C)C(=O)Nc1ccccn1 (stereo unspecified)
  -0.3	5	-4	1	7	18	1	-1	6	-5
> Cc1cccc(NC(=S)NC2CCCCC2)n1
  -0.3	2	-3	7	-5	17	2	8	3	4
> Cc1ccc(NC(=O)Cn2c(O)c(N=NC(N)=S)c3ccccc32)cc1
  -0.2	-3	5	8	17	4	-1	-2	1	-4
> COc1ccc(CSc2nnc(SCC(=O)Nc3ccccc3-c3ccccc3)s2)cc1
  0.3	-2	-2	·	·	-6	-4	-1	-2	-1
> CC(Oc1ccccc1Cl)C(=O)N(Cc1ccco1)C1CCS(=O)(=O)C1 (stereo unspecified)
  0.3	2	0	2	5	-6	4	2	3	1
> COc1ccc(CC2=C(O)c3ccccc3C(=O)C2=O)cc1
  0.1	-11	2	-6	-8	3	0	2	-5	-1
> COc1ccc(C(=O)NCCC2=CCCCC2)cc1
  0.0	-4	4	-4	4	-3	7	-2	4	3
> O=C(CS(=O)(=O)Cc1ccccc1)N1CCN(Cc2ccc3c(c2)OCO3)CC1
  -0.2	6	7	10	7	-4	5	-3	8	-4
> O=C(c1ccco1)N1CCN(c2nc3ccccc3c(=O)n2-c2ccccc2)CC1
  1.2	-2	-23	-8	5	3	-5	-12	-28	5
> CC(=O)N1c2ccc(S(=O)(=O)NCCC(=O)NCc3ccc(F)cc3)cc2CC1C (stereo unspecified)
  0.1	1	1	2	-3	0	2	-2	-5	-4
> CC(=O)Nc1cccc(/C(C)=N/NC(N)=S)c1
  -0.1	2	0	-12	-7	4	1	-5	-6	1
> CCNC(=S)N1CCC(Cc2ccccc2)CC1
  -0.6	-4	-1	-6	-3	15	-5	6	-4	2

Taken from above.
O=c1[nH]ncn1-c1ccc(Br)cc1 in Tn6 DDE FP is entered as 4
COc1ccc(CC2=C(O)c3ccccc3C(=O)C2=O)cc1 in Tn6 DDE FP is entered as -1

The listing continues.
Fields: proKLK7 act	UHRF1 MBD2 ctr	PLC-gamma1 inh	ASAP1 inh	ARFGAP1 inh	HGIII-sPLA2 inh	Rev-erbA mod	Tn7 DDE FP	PLC-beta3 inh	Tn6 DDE FP
> CN(C)CCCOC(=O)c1ccc(Cl)cc1
  0.1	0	3	-2	-9	-1	-1	1	3	10
> CCOc1ccc(N(CC(=O)NCc2ccccc2)C(=O)CCC(=O)Nc2nccs2)cc1
  0.0	7	4	7	19	4	1	6	-11	-10
> Cc1ccc(/C=C/c2onc(C)c2S(=O)(=O)N2CCC(C(=O)N3CCN(C)CC3)CC2)cc1
  -0.2	0	0	-12	-18	-24	-1	-5	-13	4
> CC(=O)NCCNC(=O)C1Cc2c(-c3cccc(NC(C)=O)c3)ccnc2O1 (stereo unspecified)
  -0.2	0	3	2	8	7	9	-10	4	0
> Cc1ccnc(N/C=C(\C#N)c2nc(-c3cccc(Br)c3)cs2)c1
  -7.0	-9	-469	2	14	-21	0	0	i	0
> O=C(/C=C/c1ccco1)NCCc1ccc(F)cc1
  -0.2	4	-5	-5	6	-2	-2	-1	-15	-1
> CC(C)OC(=O)c1cn(-c2ccccc2)nc1-c1ccc2c(c1)OCCO2
  0.1	-3	2	1	1	-11	0	-5	0	-2
> FC(F)(F)c1nnc2ccc(Cl)nn12
  -0.2	0	0	-4	13	1	-8	5	1	7
> C=C(C)[C@@H]1CCC2(C(=O)O)CC[C@]3(C)[C@H](CC[C@@H]4[C@@]5(C)CCC(=O)C(C)(C)[C@@H]5CC[C@]43C)[C@@H]12 (stereo partly specified)
  0.6	1	2	-8	-11	8	0	-2	1	9
> Cc1cc(NC(=O)c2ccc(Cl)cc2)ccc1NC(=O)c1ccccc1Cl
  2.8	-1	3	0	6	-3	-7	-12	-3	2
> Cc1ccc(-n2nc3cc(C)c(N)cc3n2)cc1
  0.2	-1	-365	11	7	0	-6	0	-468	-5
> Cc1ccc(C(=O)N2CCN(C34CC5CC(CC(C5)C3)C4)CC2)o1
  -0.7	3	3	12	21	1	2	6	-8	-10
> O=C(c1ccc(Cl)cc1[N+](=O)[O-])N1CCc2ccccc2C1
  0.0	-3	-1	-9	1	3	0	4	-3	-3
> CCN1C(=O)[C@H]2[C@H]3CN=C(SC)N3[C@@](CC)(C(=O)OC)[C@H]2C1=O
  1.0	-2	1	-1	-4	5	0	-4	7	8
> CCOc1ccc(N2C(=O)Nc3ccccc3C2(O)C(=O)NCc2ccc3c(c2)OCO3)cc1 (stereo unspecified)
  0.5	-1	1	2	-3	0	-1	0	2	-2
> COC(=O)c1cc(S(=O)(=O)N2CCCC2=O)c(Cl)cc1Cl
  0.2	3	0	8	8	1	-2	-2	-4	-2
> COc1cccc(CNc2ccc3[nH]c(=O)[nH]c3c2)c1OCc1ccccc1F
  0.4	-1	-8	-2	0	13	0	4	-18	2
> O=C(c1ccc(Cl)cc1)N1CCC(N2CCC(C(=O)N3CCOCC3)CC2)CC1
  0.6	-4	-1	10	5	-3	5	-5	-9	2
> Cc1ccc(C(=O)NCC(c2ccc(F)cc2)N2CCOCC2)s1 (stereo unspecified)
  0.0	1	2	0	-2	-3	3	-9	1	-1
> Cn1c(=NC(=O)C2CCCCC2)sc2cc([N+](=O)[O-])ccc21
  0.0	-2	0	-7	-4	2	1	6	1	-1
> Fc1cc(Br)ccc1COc1ccc(-c2nnco2)cc1
  -0.9	2	4	-8	1	11	-3	3	-7	-1
> CCC(O)(CC)C(=O)N(Nc1ccc(C)cc1)c1ccc(C)cc1
  -0.3	0	-1	4	9	-10	2	-2	-3	1

Part of the list above, reformatted.
| proKLK7 act | UHRF1 MBD2 ctr | PLC-gamma1 inh | ASAP1 inh | ARFGAP1 inh | HGIII-sPLA2 inh | Rev-erbA mod | Tn7 DDE FP | PLC-beta3 inh | Tn6 DDE FP | SMILES |
| --- | --- | --- | --- | --- | --- | --- | --- | --- | --- | --- |
| 0.2 | -1 | -365 | 11 | 7 | 0 | -6 | 0 | -468 | -5 | Cc1ccc(-n2nc3cc(C)c(N)cc3n2)cc1 |
| -0.7 | 3 | 3 | 12 | 21 | 1 | 2 | 6 | -8 | -10 | Cc1ccc(C(=O)N2CCN(C34CC5CC(CC(C5)C3)C4)CC2)o1 |
| 0.0 | -3 | -1 | -9 | 1 | 3 | 0 | 4 | -3 | -3 | O=C(c1ccc(Cl)cc1[N+](=O)[O-])N1CCc2ccccc2C1 |
| 1.0 | -2 | 1 | -1 | -4 | 5 | 0 | -4 | 7 | 8 | CCN1C(=O)[C@H]2[C@H]3CN=C(SC)N3[C@@](CC)(C(=O)OC)[C@H]2C1=O |
| 0.5 | -1 | 1 | 2 | -3 | 0 | -1 | 0 | 2 | -2 | CCOc1ccc(N2C(=O)Nc3ccccc3C2(O)C(=O)NCc2ccc3c(c2)OCO3)cc1 (stereo unspecified) |
| 0.2 | 3 | 0 | 8 | 8 | 1 | -2 | -2 | -4 | -2 | COC(=O)c1cc(S(=O)(=O)N2CCCC2=O)c(Cl)cc1Cl |
| 0.4 | -1 | -8 | -2 | 0 | 13 | 0 | 4 | -18 | 2 | COc1cccc(CNc2ccc3[nH]c(=O)[nH]c3c2)c1OCc1ccccc1F |
| 0.6 | -4 | -1 | 10 | 5 | -3 | 5 | -5 | -9 | 2 | O=C(c1ccc(Cl)cc1)N1CCC(N2CCC(C(=O)N3CCOCC3)CC2)CC1 |
| 0.0 | 1 | 2 | 0 | -2 | -3 | 3 | -9 | 1 | -1 | Cc1ccc(C(=O)NCC(c2ccc(F)cc2)N2CCOCC2)s1 (stereo unspecified) |
| 0.0 | -2 | 0 | -7 | -4 | 2 | 1 | 6 | 1 | -1 | Cn1c(=NC(=O)C2CCCCC2)sc2cc([N+](=O)[O-])ccc21 |
| -0.9 | 2 | 4 | -8 | 1 | 11 | -3 | 3 | -7 | -1 | Fc1cc(Br)ccc1COc1ccc(-c2nnco2)cc1 |
| -0.3 | 0 | -1 | 4 | 9 | -10 | 2 | -2 | -3 | 1 | CCC(O)(CC)C(=O)N(Nc1ccc(C)cc1)c1ccc(C)cc1 |
